Growth percent in the NCI-60 one-dose screen (48 h, 10 µM unless noted): 100 = growth as untreated, 0 = no growth, -100 = all killed.
KM12 – KM12 colon cancer cells | 5% of 82,000 active
HCT-15 – HCT-15 colon cancer | 5.2% of 82,000 active
HT29 – HT29 colon cancer | 7.4% of 81,000 active | AID 1794748
SW-620 – SW-620 colon cancer. 5.2% of 82,000 active
COLO 205 – COLO 205 colon cancer; 7.3% of 79,000 active; AID 1794742
SNB-75 – SNB-75 CNS cancer | AID 1794750 | 5% of 79,000 active
SNB-19 – SNB-19 CNS cancer cells; 2.5% of 81,000 active
HCT-116 – HCT-116 colon cancer; 7.3% of 82,000 active; AID 1794798
HCC-2998 – HCC-2998 colon cancer. 4.7% of 79,000 active
* = called active by the depositor; . = not tested or not shown. The calls were made as follows: active = growth percent below 10; inactive = the rest. Rows are unselected. About 10% of those tested had a hit in this group.

Results follow in this order: KM12	HCT-15	HT29	SW-620	COLO 205	SNB-75	SNB-19	HCT-116	HCC-2998
> Cc1ccc(CSc2nc(-c3ccc(Cl)cc3)c(C#N)c(=O)[nH]2)cc1
 : 102	102	114	103	117	90	100	102	109
> COc1ccc(-n2nc(C(=O)N/N=C\c3ccc(F)cc3)cc2-c2ccc(Cl)cc2)cc1
 : 85	73	111	93	111	66	82	83	97
> CC(=O)N1N=C(c2cccc(Nc3ccncc3)c2)CC1c1ccc(C)cc1 (centres undefined)
 : 105	85	48	92	102	72	95	106	106
> CC(=O)c1cccc(N=NN(C)C)c1
 : 103	100	112	107	100	87	107	96	91
> N#Cc1c(-c2ccc(Cl)cc2)nc(N=Nc2c(O)[nH]c3ccc(Cl)cc23)nc1N1CCOCC1
 : 101	100	107	92	105	69	101	93	96
> O=C(Nc1cccc(-c2ccc(Cl)c(C(F)(F)F)c2)c1)C1CCN(Cc2cccc3cccnc23)CC1
 : -27*	-83*	-62*	-83*	-72*	40	61	-75*	-83*
> COc1ccc2nc(-c3ccc(Cl)cc3)cc(-c3nnc(SCC(=O)Nc4ccc(/C(C)=N\O)cc4)o3)c2c1
 : 31	24	25	4.0*	56	40	-18*	2.6*	82
> O=C(C1=CNC(=S)NC1c1ccccc1)c1cc2ccccc2oc1=O (centres undefined)
 : 100	111	105	106	117	.	80	105	103
> CCN(CCNc1ccc(C)c2sc3ccccc3c(=O)c12)CC(C)(C)O
 : 48	29	39	74	68	74	78	60	.
> C#CCOc1ccccc1C(=O)NNc1ccc([N+](=O)[O-])cc1[N+](=O)[O-]
 : 106	92	104	100	105	79	96	91	107

An excerpt of the results above:
Results follow in this order: KM12	HCT-15	HT29	SW-620	COLO 205	SNB-75	SNB-19	HCT-116	HCC-2998
> CC(=O)c1cccc(N=NN(C)C)c1
 : 103	100	112	107	100	87	107	96	91
> N#Cc1c(-c2ccc(Cl)cc2)nc(N=Nc2c(O)[nH]c3ccc(Cl)cc23)nc1N1CCOCC1
 : 101	100	107	92	105	69	101	93	96
> O=C(Nc1cccc(-c2ccc(Cl)c(C(F)(F)F)c2)c1)C1CCN(Cc2cccc3cccnc23)CC1
 : -27*	-83*	-62*	-83*	-72*	40	61	-75*	-83*
> COc1ccc2nc(-c3ccc(Cl)cc3)cc(-c3nnc(SCC(=O)Nc4ccc(/C(C)=N\O)cc4)o3)c2c1
 : 31	24	25	4.0*	56	40	-18*	2.6*	82
> O=C(C1=CNC(=S)NC1c1ccccc1)c1cc2ccccc2oc1=O (centres undefined)
 : 100	111	105	106	117	.	80	105	103
> CCN(CCNc1ccc(C)c2sc3ccccc3c(=O)c12)CC(C)(C)O
 : 48	29	39	74	68	74	78	60	.
> C#CCOc1ccccc1C(=O)NNc1ccc([N+](=O)[O-])cc1[N+](=O)[O-]
 : 106	92	104	100	105	79	96	91	107

(listing goes on)
Results follow in this order: KM12	HCT-15	HT29	SW-620	COLO 205	SNB-75	SNB-19	HCT-116	HCC-2998
> Cc1ccc(C(=O)CSc2nc3[nH]c(=O)n(C)c(=O)c3[nH]2)cc1
 : 98	99	105	99	110	98	101	116	112
> O=C(CCCCCCN1CC(=O)N2[C@@H](c3ccccc3Br)c3[nH]c4ccccc4c3C[C@H]2C1=O)NO
 : 73	90	37	25	43	22	55	13	57
> CN(C)S(=O)(=O)c1ccc(-c2nc(C(Cl)Cl)nc3cc(-c4ccccc4)nn23)cc1
 : 74	48	46	50	69	85	85	72	100
> CC(=O)OC/C=C1/CC[C@H]2[C@@H]3C[C@H](C)C4=CC(=O)CC[C@]4(C)[C@H]3[C@@H](O)C[C@]12C
 : 111	115	98	111	107	81	107	92	101
> CN1C(=O)C2(Nc3ccccc3S2)c2cc(OC(F)(F)F)ccc21 (centres undefined)
 : 108	100	97	99	83	55	92	100	112
> CCOC(=O)CCOc1cccc(N(CCO)CCO)c1
 : 102	104	92	101	.	87	100	101	107
> CC1=CC(c2ccco2)=C2C(N)=NNC2N1 (centres undefined)
 : 105	100	104	102	116	64	93	100	99
> COc1ccc(Cl)c2c(=O)cc(C)[nH]c12
 : 102	98	92	107	103	94	104	96	100
> CC(C)(C)NCCC(O)c1cc(C(F)(F)F)nc2c(C(F)(F)F)cccc12 (centres undefined)
 : 59	79	67	90	98	78	87	57	.
> COc1ccc(CNNC(=O)Cc2ccccc2)c(OC)c1OC
 : 114	101	101	107	123	101	104	105	113
> O=C(O)c1ccccc1Nc1cccc(S(F)(F)(F)(F)F)c1
 : 100	95	84	94	104	91	99	98	108
> Cc1c(C(=O)O)nnn1-c1ncc(Cc2ccc(Cl)cc2)s1
 : 99	101	98	99	116	96	96	90	104
> CCCCCc1ccc(C2=C(Br)C(=O)c3nc(/C=N/NC(N)=S)ccc3C2=O)cc1
 : 102	94	110	110	.	92	112	90	106
> CSc1nc2c(c(=O)n1C)C1(C(=O)N(C)c3ccccc31)c1c(nc(SC)n(C)c1=O)N2
 : 100	111	118	99	98	95	109	108	95
> CCOC(=O)[C@@H]1C2CCC(CC2)[C@@H]1C(=O)OCC
 : 107	96	108	107	107	94	105	111	110
> O=C1c2cccc3c(-c4ccc5c(c4)ncn5C4CCCCC4)ccc(c23)C(=O)N1CCN1CCOCC1
 : 101	95	84	105	110	87	99	79	97
> CC(=O)Nc1nc2c(c(N)c1C#N)C(c1cccc(Cl)c1)C1=C(CCCC1=O)N2c1sc2c(c1C#N)CCCC2 (centres undefined)
 : 49	30	29	80	60	81	70	33	46
> NNC(=O)Cc1csc2ccccc12
 : 107	.	99	105	110	76	95	96	106
> COc1ccc(-c2cc(Cc3ccc(O)c(OC)c3)c(=O)[nH]n2)cc1
 : 105	100	104	101	115	101	93	94	102
> COc1ccc2c(c1)C/C(=C\c1cc(-c3cc(OC)c(OC)c(OC)c3)n[nH]1)C2=O
 : 85	91	89	91	109	78	92	82	102
> Cn1c(SCC(=O)Nc2ccc(-c3nc4ccc([N+](=O)[O-])cc4[nH]3)cc2)nc2ccccc2c1=O
 : 65	78	90	87	98	93	86	71	85
> CN1c2ccccc2Sc2c(C(=O)O)cccc21
 : 101	107	91	109	.	103	101	82	100
> COC(=O)[C@H]1[C@H]2C[C@@H]3c4[nH]c5cc(OC)ccc5c4CCN3C[C@H]2C[C@@H](OC(=O)CC(C)=O)[C@@H]1OC
 : 105	101	108	96	108	91	115	104	.
> COC(=O)c1nc(-c2ccc(C)cc2)oc1Sc1ccc(C)cc1
 : 99	87	102	103	102	79	101	99	110
> N#Cc1nc(C(c2ccccc2)c2ccccc2)oc1N1CCN(c2ccc(F)cc2)CC1
 : 101	88	87	98	102	83	102	81	101
> OC1C=C(c2ccccc2)C(O)(c2ccccc2)C1 (centres undefined)
 : 107	86	126	115	114	63	93	109	112
> C#CCNc1ccc2c(c1)C(O)(CC#N)C(=O)N2 (centres undefined)
 : 100	102	105	98	112	85	98	98	104
> O=C(NCCCNC(=O)OCc1ccc2cccc(O)c2n1)OCc1ccc2cccc(O)c2n1
 : 53	1.7*	17	4.8*	30	28	55	-46*	85
> CC(CN1CC2CCC(CC2)C1)C(=O)c1cccs1 (centres undefined)
 : 104	123	112	98	128	129	99	100	96
> O=C(O)c1ccccc1C(=O)N(c1ccccc1)c1ccccc1
 : 108	97	99	103	111	89	108	104	103

Profiles as entered above.
C#CCNc1ccc2c(c1)C(O)(CC#N)C(=O)N2 (centres undefined) is entered as KM12: 100; HCT-15: 102; HT29: 105; SW-620: 98; COLO 205: 112; SNB-75: 85; SNB-19: 98; HCT-116: 98; HCC-2998: 104
COc1ccc(CNNC(=O)Cc2ccccc2)c(OC)c1OC is entered as KM12: 114; HCT-15: 101; HT29: 101; SW-620: 107; COLO 205: 123; SNB-75: 101; SNB-19: 104; HCT-116: 105; HCC-2998: 113

(listing goes on)
Results follow in this order: KM12	HCT-15	HT29	SW-620	COLO 205	SNB-75	SNB-19	HCT-116	HCC-2998
> COC(=O)CCC[C@@H](C)[C@H]1CC[C@H]2[C@@H]3CC[C@@H]4CNC(=O)CC[C@]4(C)[C@H]3CC[C@]12C
 : 98	102	98	105	95	74	95	90	96
> CCC(C)[C@H](NC(=O)[C@H](CC(=O)O)NC(=O)[C@@H](NC(=O)[C@@H](NC(=O)[C@H](Cc1c[nH]c2ccccc12)NC(=O)[C@H](Cc1cnc[nH]1)NC(=O)[C@@H](N)CO)C(C)(C)C)C1CCCCC1)C(=O)O (some centres undefined)
 : 105	105	86	100	109	93	109	96	103
> COc1cc(CN2CC3(Cc4c(C(C)(C)C)nn(-c5ccccc5)c42)C(=O)c2ccccc2C3=O)cc(OC)c1OC
 : 112	100	96	107	121	90	105	102	103
> CC(=O)Nc1cccc2c1-c1ccccc1C2=O
 : 100	103	102	92	105	73	107	107	100
> COc1cc([N+](=O)[O-])ccc1NC(=O)NCc1ccccc1
 : 98	89	94	102	115	80	96	.	109
> CC1CCCCC1CNCC1CCCCC1C (centres undefined)
 : 83	106	106	.	118	83	109	95	.
> O=C(Nc1ccc2ncnc(Nc3ccc(F)c(Cl)c3)c2c1)c1ccccc1
 : 80	52	79	88	97	28	77	47	99
> C#Cc1cccc(Nc2nc3ccc([N+](=O)[O-])cc3nc2Nc2cccc(C#C)c2)c1
 : -78*	-69*	-76*	-64*	-87*	-92*	-19*	-95*	-81*
> CC(CN(C)C)Sc1nnc(SC(C)CN(C)C)s1 (centres undefined)
 : 114	106	117	106	110	90	108	102	109
> O=C(Nc1ncc(Cc2ccc(Cl)c(C(F)(F)F)c2)s1)c1ccc2nnsc2c1
 : 38	40	58	44	57	91	46	45	11
> CCOC(=O)c1cc(C(=O)c2ccc(Br)cc2)n2c(-c3ccccn3)cccc12
 : 101	103	103	98	117	57	97	100	117
> Cc1oc(-c2ccccc2Cl)cc1C(=O)Nc1ccc(S(N)(=O)=O)cc1
 : 101	103	108	108	116	90	99	102	103
> C=CCNC(=S)N1CCN(c2ccccc2Cl)CC1
 : 89	101	99	99	127	86	94	94	99
> Clc1ccc(C2=NN(c3ccc(Cl)cc3)C(c3cccc(Nc4ccnc5cc(Cl)ccc45)c3)C2)cc1 (centres undefined)
 : 85	85	78	90	73	77	82	55	94
> CC(C)=CCC/C(C)=C/CN1C(=O)CN(C)C1=O
 : 102	100	101	114	103	82	101	119	111

Screening results deposited in PubChem BioAssay by NCI.
